High-throughput results (PubChem BioAssay)
E coli WT inh: blocks growth of wild type E. coli BW25113 | E. coli BW25113 growth inhibition, OD600 | inhibition, % at 10 µM | actives 0.05% (n = 20,000) | AID 552; in the data active means inhibition above about 40%;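 further: bacteria exposed to compound for 20 hours at 37 °C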
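System: bacterial strain in a whole-cell growth screen; medium: LB broth with 50 µg/mL kanamycin; detection: absorbance at 615 nm; schedule: 20 h exposure, 37 °C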
An asterisk follows results filed as active. An excerpt (hit frequency here may not be typical).

SMILES	E coli WT inh
CNC(=O)c1cc2ccc(OC)cc2oc1=O	-22
Cn1c(CSCc2ccc(F)cc2)nnc1SCC(=O)Nc1nccs1	-3
COc1cc2c(C#N)c(N3CCN(c4ccccc4OC)CC3)nc(N)c2c(N)n1	-3
CCn1nnnc1Oc1ccc(Cl)cc1	-12
CCn1c(SCC(=O)c2ccc(OC)cc2)nnc1C(C)NC(=O)c1ccc(OC)cc1 (stereo not drawn)	0
CCOC(=O)c1c(NC(=O)COC(=O)c2c(C)noc2C)sc2c1CCC2	11
COc1cc(C(=O)OCC(=O)N(C)Cc2ccccc2)cc(OC)c1OC	-4
CSc1nc2c(c(-c3ccc(O)cc3)c1C#N)CCC2	-8
O=C(Nc1ccccc1N1CCCCC1)c1cccc(F)c1	0
Cc1ccccc1N(C)S(=O)(=O)c1ccc2[nH]cc(C(=O)NCC3CCCO3)c(=O)c2c1 (stereo not drawn)	-3
COc1ccc(C(=O)N2CCCC2)cc1S(=O)(=O)N1CCOCC1	-20
CN1C(=O)c2cccc3c(S(=O)(=O)Nc4ccccn4)ccc1c23	1
CCOc1ccc2[nH]c(=O)c(=O)[nH]c2c1	-23
O=C(O)CN1C(=O)C2(OCCCO2)c2ccccc21	11
CN(CC(=O)Nc1ccncc1)S(=O)(=O)c1ccc(Cl)cc1	4
O=C(NCCCCNC(=O)c1c(F)c(F)c(F)c(F)c1F)c1c(F)c(F)c(F)c(F)c1F	0
Clc1ccc(OCc2nn3c(-c4ccccc4)nnc3s2)c(Cl)c1	-12
NS(=O)(=O)c1ccc(NS(=O)(=O)c2cccs2)cc1	-17
O=C(c1ccc(Cn2cc(Br)cn2)cc1)N1CCN(c2ccccc2)CC1	-15
CCCCOc1ccc(-c2ncc(Cl)cn2)cc1	16
CCCNC(=O)Nc1ccccc1C(=O)Nc1ccc(OC)cc1	-6
COC(=O)c1ccc(NC(=O)C(C)N2C(=O)c3ccccc3C2=O)cc1 (stereo not drawn)	-4
CC(=O)Nc1ccc(NC(=O)Cn2cnc3c(cnn3C(C)(C)C)c2=O)cc1	1
COC(=O)c1cc(=O)n2c(-c3ccc(OC)cc3)csc2n1	1
CCCCc1c(O)nc(N2CCN(Cc3ccccc3)CC2)[nH]c1=O	1
C#CC1(O)CC(C)N(C)C(C)C1 (stereo not drawn)	-1
CCn1c(SCC(=O)Nc2ccc3c(c2)OCO3)nnc1-c1cnccn1	-3
c1cc2c(cc1Cn1cnnn1)OCO2	0
COc1ccccc1Nc1nc(N)nc(CSc2ncccn2)n1	-26
CCCC(=O)Nc1ccc(Cl)c(NC(=O)C(C)(C)C)c1	-9
NS(=O)(=O)c1ccc(CNC(=O)NC23CC4CC(CC(C4)C2)C3)cc1	-4
O=C(Nc1cccc(Cl)c1)c1ccncc1	0
COc1ccc(NC(=O)CC2CCCCC2)cc1OC	-4
O=C(CCn1c(=O)oc2ccccc21)N1CCCCCC1	-2
CS(=O)(=O)N(CC(=O)N1CCN(Cc2ccc3c(c2)OCO3)CC1)c1ccc2c(c1)OCO2	-18
NC(=O)CS(=O)(=O)c1nc2ccccc2n1Cc1ccccc1F	-15
COC(=O)c1cccc(NC(=O)CN2CCN(Cc3ccccc3)CC2)c1	-3
COc1ccc(-c2cn3c(C)c(C(=O)Nc4cc(NC(C)=O)ccc4OC)sc3n2)cc1	9
CCCCC(=O)NCCc1cc2c(C)ccc(C)c2[nH]c1=O	0
Cc1sc2nc(SCC(=O)c3cccs3)n(Cc3ccco3)c(=O)c2c1C	-17
COc1ccc(C(C)(C)C)cc1S(=O)(=O)N1CCN(C)CC1	-16
CC(O)Cn1cnc2c1c(=O)n(C)c(=O)n2C (stereo not drawn)	-3
Cn1c(=O)c2c(nc(CN3CCN(c4ccccc4F)CC3)n2CCN2CCOCC2)n(C)c1=O	-1
Cc1c(N=C2SCC(=O)N2c2c(C)n(C)n(-c3ccccc3)c2=O)c(=O)n(-c2ccccc2)n1C	8
CCCCN1C(=O)CC(Nc2ccc(CC)cc2)C1=O (stereo not drawn)	-16
O=C1CCCN1CCC1CCN(C2CC(=O)N(Cc3ccc(N4CCCC4=O)cc3)C2=O)CC1 (stereo not drawn)	-25
CSCSC1=C(C#N)C(c2ccc(Cl)cc2)C(C(C)=O)=C(C)N1 (stereo not drawn)	-2
S=c1[nH]nc(-c2ccncc2)n1Cc1ccco1	6
CCOC(=O)c1c(N)nn(C(C)=O)c1-c1ccccc1	5
Cc1cc(=O)oc2c(CN(C)Cc3ccccc3)c(O)ccc12	-15
COn1c(SCC(N)=O)nc2ccccc2c1=O	-15
O=C1CSC(=Nc2ccc(O)cc2)N1c1ccc(O)cc1	19
COc1ccc(S(=O)(=O)NCCC(C)C)cc1OC	2
O=C(NCc1ccco1)c1cc2cc3ccc(Cl)cc3nc2o1	1
O=C(Nc1ccc(-c2nc3ncccc3o2)cc1)c1ccc(Br)o1	-2
COC(=O)CC1=Nc2ccccc2NC(=O)C1	-16
COc1ccc(F)cc1S(=O)(=O)N1CCCN(S(=O)(=O)c2cc(F)ccc2OC)CC1	1
CCS(=O)(=O)CCSc1nc2c(cc1C#N)CCCC2	-18
O=C(c1ccc(CNc2c(N3CCCC3)c(=O)c2=O)cc1)N1CCc2ccccc2C1	9
O=C(NCC(c1cccnc1)N1CCN(c2ccc(F)cc2)CC1)OCc1ccccc1 (stereo not drawn)	18

Remaining list, next part.
SMILES	E coli WT inh
COc1ccccc1-c1nnc(SCC(=O)Nc2ccccc2)o1	-10
CCCC1Cc2nc(N3CCCCC3)c(C#N)cc2CO1 (stereo not drawn)	-16
Cc1ccc(C(=O)NCc2ccc3c(c2)OCO3)cc1S(=O)(=O)N1CCCCC1	-1
CCn1cnc2cc(NCc3cccc(OC)c3O)ccc21	-6
COc1ccc(S(=O)(=O)NC2CCCCC2)cc1C	-22
Cc1noc(NS(=O)(=O)c2ccc(NC(=O)CSc3nc4ccccc4[nH]3)cc2)c1C	6
O=C(N1CCOCC1)N1CCCN(C(=O)N2CCOCC2)CC1	-16
CCS(=O)(=O)N1CCN(c2ccccc2F)CC1	-6
O=C(NCc1ccc(N2CCCC2=O)cc1)Nc1cccc(Cl)c1	-7
Cc1nc2sc(C(c3cccc(F)c3)N3CCCCC3)c(O)n2n1 (stereo not drawn)	7
CS(=O)(=O)N(CCc1ccccc1)CC(=O)N1CCCCC1	-30
CCOC(=O)c1ccc(NC(=O)CCc2c(C)nc3ncnn3c2C)cc1	14
CNC(=O)c1cc2c(s1)CCCCCC2	-4
COc1ccc(-n2ncc3c(NCc4ccc5c(c4)OCO5)ncnc32)cc1	-5
CC1Cc2cc(/C(O)=C3/C(=O)C(=O)N(CCN4CCOCC4)C3c3cccc(Cl)c3)ccc2O1 (stereo not drawn)	-10
O=C(CN(CC1CCCO1)S(=O)(=O)c1ccc(S(=O)(=O)NC2CC2)cc1)Nc1ccccc1 (stereo not drawn)	0
Cc1cc(Oc2ccc(Cl)cc2)nc(-c2ccccc2O)n1	12
CCCCn1c(SCC(=O)O)nc2ccccc21	-12
CCOC(=O)C1CCN(C(=O)COc2ccc(S(=O)(=O)NC(C)C)cc2Cl)CC1	-8
O=C(c1cc(-c2ccc(Cl)cc2Cl)on1)N1CCOCC1	-20
Cc1cc(C(F)(F)F)nc(Nc2nc(C)c3ccccc3n2)n1	-20
CCCNS(=O)(=O)c1ccc(C(=O)NCC2CCCO2)cc1 (stereo not drawn)	1
O=C(Nc1ccc(N2CCN(C(=O)c3ccccc3)CC2)cc1)c1ccc(Br)o1	-11
CC(=O)c1cccc(NC(=O)Nc2ccc(C(=O)N3CCOCC3)cc2)c1	-6
COc1ccc(CCNC(=O)CN(c2ccccc2OC)S(C)(=O)=O)cc1	0
Cc1cc(O)c(C2(C(F)(F)F)NCCNC2=O)cc1C (stereo not drawn)	-1
CCOC(=O)C1CCCN(C(=O)c2cc(-c3ccc(C)cc3)on2)C1 (stereo not drawn)	-28
COc1ccc(S(=O)(=O)Nc2ccc3c(c2)OCO3)cc1Cl	-9
CC(C)(C)c1csc(NC(=O)Cn2c(=O)oc3ccccc32)n1	4
O=C(CCn1c(=O)sc2ccccc21)Nc1cccnc1	2

Shown field by field: four of the compounds above
mol: Cc1cc(C(F)(F)F)nc(Nc2nc(C)c3ccccc3n2)n1
  E coli WT inh = -20
mol: CCCNS(=O)(=O)c1ccc(C(=O)NCC2CCCO2)cc1 (stereo not drawn)
  E coli WT inh = 1
mol: O=C(Nc1ccc(N2CCN(C(=O)c3ccccc3)CC2)cc1)c1ccc(Br)o1
  E coli WT inh = -11
mol: CC(=O)c1cccc(NC(=O)Nc2ccc(C(=O)N3CCOCC3)cc2)c1
  E coli WT inh = -6

(further entries)
SMILES	E coli WT inh
Nc1sccc1C(=O)c1ccccc1	2
CCN(CC)C(=O)C1CCC(CNS(=O)(=O)c2cccc3cccnc23)CC1 (stereo not drawn)	1
CCOC(=O)c1ccc(NC(=O)CC2COc3ccccc3O2)cc1 (stereo not drawn)	-22
Cc1cc2nn(-c3cccc4ccccc34)nc2cc1N	15
O=C(CSc1nc2ccccc2o1)c1cc2ccccc2oc1=O	-17
Cc1ccc(OCc2nnc(SCC(=O)N3CCOCC3)n2C)cc1	17
CCCOc1ccc(S(=O)(=O)NCCCN2CCOCC2)c2ccccc12	-9
CN(c1ccccc1C(=O)Nc1ccccc1C(=O)NCc1ccco1)S(C)(=O)=O	-27
CCN1CCN(c2c(Cl)cccc2NC(=O)c2ccc3c(c2)OCCO3)CC1	2
O=C(CSc1ccc(Cl)cc1)OCc1nnc(-c2ccccc2)o1	1
Cc1cc(NC(c2cccnc2)c2c(C)[nH]c3ccccc23)no1 (stereo not drawn)	1
CCOC(=O)C1=C(C)NC2=C(C(=O)CCC2)C1c1ccsc1 (stereo not drawn)	-17
CC(C)(CSc1nncn1N)NS(=O)(=O)c1ccc(Cl)cc1	-1
Cc1nnc(SCC(=O)NCc2cccs2)n1-c1ccccc1	-22
CC1(C)NC(=O)N(CCCOc2ccc(Br)cc2Cl)C1=O	2
O=C(CSC1=NCCS1)Nc1ccnc2ccccc12	-10
O=C(NCCCn1ccnc1)C(F)(F)C(F)(F)C(=O)NCCCn1ccnc1	-7
COc1cc(S(=O)(=O)N2CCOCC2)c(OC)c(S(=O)(=O)N2CCOCC2)c1	-1
O=C(Nc1ccccc1)c1ccc(NCc2ccco2)c(S(=O)(=O)N2CCOCC2)c1	-15
Cc1cc(C)c(C#N)c(SCC(=O)Nc2ccc(S(=O)(=O)Nc3onc(C)c3C)cc2)n1	3
O=c1c2ccccc2nc(SCc2cn3ccsc3n2)n1-c1ccc(F)cc1	-3
CCCNC(=O)NC(C(=O)OC)C12CC3CC(CC(C3)C1)C2 (stereo not drawn)	7
Fc1cnc(N2CCOCC2)nc1N1CCc2ccccc21	7
Cc1[nH]nc2c1C(c1ccc(F)cc1)C1=C(CC(C)(C)CC1=O)N2 (stereo not drawn)	8
COC(=O)c1cc(OC)c(OC)cc1NC(=O)c1oc2ccccc2c1C	-20
Nc1nncn1C(=O)CCCN1C(=O)c2ccccc2C1=O	-27
O=S(=O)(Nc1ccn(-c2ccccc2)n1)c1ccc(Br)cc1	0
CNC(=O)CN(Cc1ccccc1)S(=O)(=O)c1ccccc1	-19
CCN(CC)CCOC(=O)C1(c2ccc(OC)c(OC)c2)CCCC1	-1
Cc1ccc(C(=O)CC2(O)C(=O)N(Cc3ccccc3Cl)c3ccccc32)o1 (stereo not drawn)	-19

3 entries already listed, ordered by SMILES length, lowest first.
SMILES	E coli WT inh
Cc1ccc(OCc2nnc(SCC(=O)N3CCOCC3)n2C)cc1	17
CCCNC(=O)NC(C(=O)OC)C12CC3CC(CC(C3)C1)C2 (stereo not drawn)	7
CN(c1ccccc1C(=O)Nc1ccccc1C(=O)NCc1ccco1)S(C)(=O)=O	-27

Continued.
SMILES	E coli WT inh
O=C(CSc1nc2c(c(=O)n1-c1ccc(F)cc1)SCC2)NCC1CCCO1 (stereo not drawn)	-3
CCOCCCNC(=O)C(NC(=O)c1ccccn1)c1ccc(C)cc1 (stereo not drawn)	7
COc1ccc(NC(=O)Cn2nnc(-c3ccccc3N)n2)cc1OC	-4
NC(=O)CSc1nnc(-c2cnccn2)n1-c1ccccc1	12
Cc1ccc(C)n1-c1ccc(-n2cnnn2)cc1	-4
CCOC(=O)C(NC(=O)CC)(Nc1ccc(S(=O)(=O)Nc2onc(C)c2C)cc1)C(F)(F)F (stereo not drawn)	-5
Cc1ccccc1-n1c(SCc2c(C)noc2C)nnc1-c1ccncc1	-4
O=C(NCc1ccncc1)c1cccc(F)c1	-14
CCc1cccc(NS(=O)(=O)c2c(C)n[nH]c2C)c1	2
Cc1ccc(-c2cc(C(=O)NCc3cccs3)no2)cc1	-14
Clc1ccc(CSc2ncccn2)cc1	-14
O=C(CCN1C(=O)C2CC=C(Cl)CC2C1=O)NCc1ccco1 (stereo not drawn)	-12
c1ccc(C(Cc2nc(-c3ccccn3)no2)c2ccccc2)cc1	7
COc1ccc(N2C(=O)c3cccc4cccc(c34)C2=O)nn1	-2
O=C(CNC(=O)c1cccs1)NCCN1CCN(c2ccccc2F)CC1	1
CC1=C(C(=O)OC2CCCC2)C(c2ccc(C)o2)C2=C(CC(c3cccs3)CC2=O)N1 (stereo not drawn)	10
C/C=C/c1ccc(OCCCn2cncn2)c(OC)c1	-18
COc1cccc(-c2nnc(NC(C)=O)o2)c1	-1
